S1P3 antag – S1P3 receptor antagonists, primary screen, cell-based; Sphingosine 1-phosphate receptor 3 (Homo sapiens), Q99500; CHO S1P3 NFAT-BLA reporter, FRET fluorescence, antagonist mode; inhibition, % at 4.98 µM; 0.27% of 170,000 active;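 active = inhibition above the plate cutoff, the mean inhibition of test wells on that plate plus 3 SD, cut at about 28% in these data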;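 note: cells challenged with S1P at its EC80 of 0.8 µM; blue over green emission ratio from cleaved BLA substrate after 4 h stimulation; 0% = S1P-stimulated wells and 100% = unstimulated DMSO-only wells; some compounds past the cut are filed as inactive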
PPARg SRC2 recr – agonists of PPARg-SRC-2 recruitment, primary screen, biochemical, HTS; AID 1032, 2008; 0.34% of 200,000 active; PPARgamma LBD-SRC-2 recruitment; activation, % at 8 µM; Peroxisome proliferator-activated receptor gamma (Homo sapiens), P37231; in the data active = activation above about 22%;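 note: 0% = vehicle and 100% = reference agonist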
Target sequence (P37231 whole entry, looked up, the tested form may be a part): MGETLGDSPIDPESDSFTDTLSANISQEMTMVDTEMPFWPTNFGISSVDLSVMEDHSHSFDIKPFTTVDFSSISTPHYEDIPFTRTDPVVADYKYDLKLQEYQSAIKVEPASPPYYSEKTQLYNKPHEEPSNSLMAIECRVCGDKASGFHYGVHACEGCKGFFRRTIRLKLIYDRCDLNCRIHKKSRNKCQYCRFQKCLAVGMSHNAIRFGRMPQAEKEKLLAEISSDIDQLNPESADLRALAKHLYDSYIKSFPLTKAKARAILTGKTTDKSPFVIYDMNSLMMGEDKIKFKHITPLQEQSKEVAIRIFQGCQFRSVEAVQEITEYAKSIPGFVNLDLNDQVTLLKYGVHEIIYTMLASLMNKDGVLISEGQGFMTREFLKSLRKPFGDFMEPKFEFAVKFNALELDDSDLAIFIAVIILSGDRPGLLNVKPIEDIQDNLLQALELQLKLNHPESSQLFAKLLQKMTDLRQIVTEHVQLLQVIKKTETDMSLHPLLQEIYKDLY
TLR4-MyD88 BLA – inhibitors of TLR4-MyD88 association in cells, primary screen, cell-based, HeLa CL3-4, BLA complementation, FRET ratio; inhibition, % at 8.4 µM; AID 861, 2007; 0.18% of 200,000 active; HeLa CL3-4 TLR4/MyD88 BLA complementation; Toll-like receptor 4 (Homo sapiens) + Myeloid differentiation primary response protein …; in the data active = inhibition above about 25%;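 note: 0% = vehicle and 100% = reference inhibitor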
TR-FRET SRC-2 ct – TR-FRET signal artefacts, primary screen, artefact control for PPARgamma SRC-2 agonist project, biochemical. TR-FRET artefact counter-screen; stronger effect = higher value. TR-FRET ratio at 8 µM. 0.4% of 200,000 active; in the data active = TR-FRET ratio above about 2000; note: inactives centre near 1500
STAT3 inh – IL-6 driven STAT3 reporter inhibitors, primary screen, U3A cells, luciferase, luminescence, MLSCN library; inhibition, % at 5.5 µM; 0.89% of 190,000 active; IL-6 STAT3-luciferase reporter; host cell line lacks STAT1;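 active = inhibition above the mean inhibition across all screened compounds plus 3 SD, cut at about 44% in these data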;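 note: 0% = DMSO only wells and 100% = 100 µM nifuroxazide control wells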
RAM network inh – inhibitors of the yeast RAM network, primary screen, dse1pr::URA3 reporter, 5-FOA selection. S. cerevisiae dse1pr::URA3 reporter, 5-FOA growth OD615, 2 d; analog-sensitive cbk1-as2 kinase mutant strain. inhibition, % at 50 µM. 1.8% of 190,000 active;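 active = inhibition above a set limit, 3 SD over mean compound inhibition, cut at about 8.4% in these data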;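 note: 0% = DMSO-only wells with no growth and 100% = 10 µM 1-NA-PP1 full growth; inhibition rescues growth on 5-FOA so higher OD means more RAM inhibition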
PPARg SRC3 recr – PPARgamma agonists recruiting SRC-3 coactivator, primary screen, biochemical | biochemical PPARgamma/SRC-3 coactivator recruitment assay | activation, % at 8 µM | 0.26% of 200,000 active | AID 731, 2007; in the data active = activation above about 23%;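 note: 0% = DMSO and 100% = reference agonist; some compounds past the cut are filed as inactive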
PPARg SRC-1 ag – PPARgamma agonists recruiting SRC-1 coactivator, primary screen, biochemical | Peroxisome proliferator-activated receptor gamma (Homo sapiens), P37231 | activation, % at 8 µM | AID 631, 2007 | 0.41% of 200,000 active | PPARgamma-SRC-1 coactivator recruitment biochemical assay; in the data active = activation above about 19%;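 note: 0% = DMSO and 100% = reference agonist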
STAT1 blocker – STAT1 signaling inhibitors, primary screen, cell-based, HTS, luciferase reporter; NIH 3T3 STAT1-luciferase reporter, IFN-gamma, luminescence; inhibition, % at 5.5 µM; 0.35% of 200,000 active; AID 920, 2007;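 active = inhibition above a set limit, the mean inhibition across all tested compounds plus 3 SD, cut at about 34% in these data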;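 note: 0% = IFN-gamma with DMSO and 100% = IFN-gamma with 300 µM nifuroxazide; values of inactives mirror those of a sister screen read the other way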
STAT3 activator – IL-6 driven STAT3 reporter potentiators, primary screen, U3A cells, luciferase, luminescence, MLSCN library; IL-6 STAT3-luciferase reporter; 100% = signal with IL-6 EC80 alone; activation (% of control), % at 5.6 µM; 0.91% of 190,000 active;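 active = activation above the screen-wide mean of compound activation plus 3 SD, cut at about 130% in these data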;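 note: 0% = background luminescence of wells with medium and substrate only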
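Material: human U3A cells carrying STAT3-luciferase construct. Measured by: reporter luminescence signal. Timing: compound 1 h, then IL-6 6 h at 37 °C.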
ROMK mod – ROMK potassium channel modulators, primary screen, cell-based, thallium flux, MLSMR library. ATP-sensitive inward rectifier potassium channel 1 (Homo sapiens), P48048. Tet-inducible ROMK, thallium flux fluorescence; actives lie on both sides. B-score at 10 µM. 2% of 130,000 active. AID 1918, 2009;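 active = signal ratio slope over the read window, or its plate-corrected B-score, at least 3 SD from the plate mean, either direction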;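 note: B-score of the F/F0 ratio slope over 7 to 12 s after thallium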
Target sequence (P48048 whole entry, looked up): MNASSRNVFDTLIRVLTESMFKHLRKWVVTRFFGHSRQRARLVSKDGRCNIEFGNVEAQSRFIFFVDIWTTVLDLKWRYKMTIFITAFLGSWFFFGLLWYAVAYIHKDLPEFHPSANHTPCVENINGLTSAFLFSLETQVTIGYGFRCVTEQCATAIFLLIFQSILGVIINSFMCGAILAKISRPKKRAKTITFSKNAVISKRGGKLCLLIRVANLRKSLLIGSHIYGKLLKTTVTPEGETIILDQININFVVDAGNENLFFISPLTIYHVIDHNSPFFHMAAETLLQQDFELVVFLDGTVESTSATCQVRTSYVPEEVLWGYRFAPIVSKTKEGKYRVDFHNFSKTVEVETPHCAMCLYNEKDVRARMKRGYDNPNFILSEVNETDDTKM
Starred values were filed as active, the others as inactive; · = no result given.

SMILES	S1P3 antag	PPARg SRC2 recr	TLR4-MyD88 BLA	TR-FRET SRC-2 ct	STAT3 inh	RAM network inh	PPARg SRC3 recr	PPARg SRC-1 ag	STAT1 blocker	STAT3 activator	ROMK mod
CCCNC(=O)Cc1ccsc1	1	3	0	1607	3	1.4	6	4	0	101	·
COCCNC(=O)CSc1ccc(C)cc1	0	8	11	1620	-1	0.9	-3	3	-1	107	·
Cc1ccc(/C(N)=N/OC(=O)/C=C/c2ccccc2)cc1	·	-3	0	1594	11	-0.9	2	-3	0	92	·
Cc1ccccc1CSCCC(=O)NCCc1ccccc1	12	-12	8	1526	8	-1.4	2	-6	-1	104	-0.013
CNC(=O)Nc1cc(C)nn1C	6	5	1	1589	-4	3.7	3	6	-6	107	-0.29
O=[N+]([O-])c1c(NCCO)cc(Sc2nc3ccccc3s2)c2nonc12	·	-2	10	1509	0	6.1	6	0	-12	104	·
CC1=C(C(=O)OCC2CCCO2)C(c2ccccc2)C2=C(CC(C)(C)CC2=O)N1 (configuration not stated)	-14	9	14	1478	2	0.2	-2	-4	4	104	-0.12
CCCCNC(=O)C1=C(N)C(C(=O)Nc2ccc(C)c(S(=O)(=O)N3CCCCC3)c2)SC1=Nc1ccc(C)cc1C (configuration not stated)	·	2	-4	1560	-10	2.4	-11	-2	0	107	0.005
CCn1c(=O)cc(OCC(=O)NCCCN2CCN(c3cccc(Cl)c3)CC2)c2ccccc21	19	5	2	1564	33	-0.1	-1	-4	13	75	·
CC1CCCC(C)N1C(=O)CSc1nc(N)c(-c2ccccc2)c(=O)[nH]1 (configuration not stated)	·	10	6	1674	16	-0.7	0	3	2	91	0.017
Cc1ccc(O)c(N=CC2=C(O)c3ccccc3C2=O)c1	6	10	-13	1601	-49	5.2	5	9	-25	149*	1
CC(=O)NC1=NN(C(C)=O)C(c2cccc([N+](=O)[O-])c2)S1 (configuration not stated)	-9	-7	-10	1532	-4	1.5	-1	6	-1	102	-0.57
FC(F)(F)c1ccccc1/C=N/N1CCN(Cc2ccccc2)CC1	-9	-1	-20	1606	-7	1.4	1	6	-23	104	0.14
O=C1c2ccccc2C(=O)N1CCC(c1ccccc1)c1ccco1 (configuration not stated)	·	-5	-8	1375	2	·	4	1	-4	99	1.4
NC(=O)C1CCN(C(=O)c2ccc(CS(=O)(=O)c3c(Cl)cccc3Cl)o2)CC1	10	10	3	1493	4	0.2	1	10	-7	104	·
CC(C)n1c2ccccc2c2nnc(SCC(=O)OCN3C(=O)c4ccccc4C3=O)nc21	13	-3	-12	1462	-13	3.0	-9	3	-9	114	0.097
COC(=O)C1(C(F)(F)F)N=C(N(C)C)OC(N(C)C)=N1	5	-2	5	1529	4	-0.1	15	6	-1	97	-0.027
O=C(NP(=O)(N1CCOCC1)N1CCOCC1)C1=C(N2CCOCC2)/C(=C\c2ccccc2)CC1	7	4	3	1598	0	0.5	7	6	-9	104	-0.15
CCCOC(=O)C(C)Sc1n[nH]c(=O)[nH]c1=O (configuration not stated)	-24	0	-1	1726	3	1.4	4	10	0	108	0.36
CCOC(=O)C1CCCN(CC(O)COc2ccc(OC)cc2C(C)(C)C)C1 (configuration not stated)	-31	0	9	1353	1	-0.2	-10	-6	5	108	·
CCN(CC)S(=O)(=O)c1cccc(C(=O)/C=C2/N(C)c3ccccc3C2(C)C)c1	10	0	-8	1383	-4	5.0	-1	5	-4	101	0.73
Cc1cccc(C(=O)NC(=S)Nc2ccc3[nH]c(=O)[nH]c3c2)c1	-10	3	4	1720	18	6.6	1	8	-2	88	0.4
O=c1c2c(nc3nc(NCc4cccc(Cl)c4)[nH]n13)CCC2	-17	0	-8	1397	7	0.1	3	-5	-4	97	-0.26
O=S(=O)(c1cccs1)N1CCN(CC(O)COc2cc(Cl)ccc2Cl)CC1 (configuration not stated)	-10	0	-7	1736	54*	1.7	-4	1	21	57	·
CCSc1nnc(NC(=O)c2ccccn2)s1	4	6	14	1561	42	-1.6	-1	-2	-24	69	·

Given comma-delimited: entries from further up
compound,S1P3 antag,PPARg SRC2 recr,TLR4-MyD88 BLA,TR-FRET SRC-2 ct,STAT3 inh,RAM network inh,PPARg SRC3 recr,PPARg SRC-1 ag,STAT1 blocker,STAT3 activator,ROMK mod
O=[N+]([O-])c1c(NCCO)cc(Sc2nc3ccccc3s2)c2nonc12,·,-2,10,1509,0,6.1,6,0,-12,104,·
O=C1c2ccccc2C(=O)N1CCC(c1ccccc1)c1ccco1 (configuration not stated),·,-5,-8,1375,2,·,4,1,-4,99,1.4
CCn1c(=O)cc(OCC(=O)NCCCN2CCN(c3cccc(Cl)c3)CC2)c2ccccc21,19,5,2,1564,33,-0.1,-1,-4,13,75,·

Carrying on:
SMILES	S1P3 antag	PPARg SRC2 recr	TLR4-MyD88 BLA	TR-FRET SRC-2 ct	STAT3 inh	RAM network inh	PPARg SRC3 recr	PPARg SRC-1 ag	STAT1 blocker	STAT3 activator	ROMK mod
Cn1ncc2c(NNC(=O)Cc3ccccc3)ncnc21	9	-4	1	1455	1	0.0	1	4	-8	102	·
CC(C)(C)NC(=O)/C=C/c1cccs1	-6	2	14	1497	-1	1.9	-5	5	-3	107	0.56
O=C(NCC12CC3CC(CC(C3)C1)C2)c1cc2n(n1)C(C(F)(F)F)CC(c1ccco1)N2 (configuration not stated)	13	6	6	1422	6	0.1	-6	1	5	98	-0.1
CCOC(=O)N1CCN(C(=O)CSCC(=O)Nc2nc(-c3ccc(OC)cc3)cs2)CC1	-9	4	-10	1308	18	4.5	-4	0	4	88	·
O=C(CSc1cccc[n+]1[O-])Nc1ccc(N2CCOCC2)cc1	-6	7	1	1639	9	2.0	5	19	7	99	0.19
Cc1nc2cc(C(=O)OCC(=O)NC34CC5CC(CC(C5)C3)C4)ccc2n1-c1ccccc1	2	-1	-5	1606	-11	2.6	0	-4	-7	110	-3*
c1ccc(-n2nnnc2-c2cccnc2)cc1	-3	11	-21	1691	15	1.7	6	9	-3	91	0.98
O=C(CCCCCNC(=S)Nc1ccc(Cl)cc1)C[N+](=O)[O-]	-12	0	10	1397	-10	0.9	0	-2	5	108	0.61
CCOC(=O)c1c(C)[nH]c(C(=O)COC(=O)C(C)N2C(=O)C3CCCCC3C2=O)c1C (configuration not stated)	·	11	-5	1448	9	-0.5	-3	8	-2	95	·
CCN(C(=O)c1ccc(Cl)c([N+](=O)[O-])c1)c1ccccc1	4	-3	5	1644	2	0.9	0	6	-4	103	-0.36
Cc1ccsc1C(=O)N/N=C/C=C/c1ccccc1[N+](=O)[O-]	·	10	-7	1383	14	3.7	2	3	-17	89	-0.76
Cc1ccc(C)c(NC(=S)c2ccc3ccccc3n2)c1	2	-2	14	1374	-58	6.1	-8	-3	-32	154*	1.3
Cc1nc(N)nc(Nc2ccc(Cl)cc2)c1Br	·	6	1	1465	13	0.1	-5	6	-5	96	0.0046
Nc1ccccc1SCC1CSc2nc3ccccc3c(=O)n21 (configuration not stated)	-4	-3	-3	1562	22	0.4	0	-7	14	88	-0.2
CCOC(=O)Cc1csc(NC(=O)Cc2ccc(C)cc2)n1	0	0	6	1550	10	0.1	-4	2	5	99	-0.0091
CCn1cc(C(=O)O)c(=O)c2cc(F)c(N/N=C/c3ccccc3[N+](=O)[O-])cc21	-8	4	1	1809	20	2.9	3	6	10	86	·
COC(=O)c1ccc(NC(=O)C2CCCO2)cc1 (configuration not stated)	-1	-3	-16	1516	23	0.9	-7	-7	0	88	·
O=C(Cc1cccc2ccccc12)NC(=S)Nc1cccc(C(=O)O)c1	-1	11	4	1552	11	4.8	4	11	0	96	0.14
O=C1NC(c2ccccc2)=NC1(NS(=O)(=O)c1ccccc1)C(F)(F)F (configuration not stated)	·	8	18	1603	6	-0.5	-18	-5	-4	105	·
O=C(NCC(c1cccnc1)N1CCN(c2ccccc2F)CC1)c1ccco1 (configuration not stated)	·	-6	-6	1603	27	3.2	-4	6	6	84	·
CC(NC(=O)c1ccccc1)C(=O)N/N=C/c1ccc(O)cc1 (configuration not stated)	-13	11	-4	1862	9	0.1	12	6	-2	96	0.017
C=CCNC(=O)c1cc(Cl)cc(Cl)c1	-21	-3	4	1403	3	0.1	-1	-1	8	99	0.19
Cc1cccc(NC(=O)/C=C/c2ccc(Cl)cc2)n1	19	9	-16	1485	36	0.1	3	3	-44	71	2.1
CCOc1cc(C(=O)OCC(=O)NCc2ccco2)cc(OCC)c1OCC	0	1	-13	1491	-1	2.8	-9	-6	3	106	·
COc1ccc(CSc2nncn2C)cc1[N+](=O)[O-]	2	2	-6	1569	-3	1.2	-3	2	-6	102	·
COc1ccc2[nH]cc(C(=O)CN(C)CCc3ccc(OC)c(OC)c3)c2c1	·	1	-11	1552	0	1.0	4	5	7	102	·
O=C(O)C(Cc1ccccc1)N1C(=O)/C(=C/c2ccccc2)SC1=S (configuration not stated)	-2	-5	-21	1484	-10	5.1	1	0	-1	106	-0.84
CCCS(=O)(=O)N1CCN=C1SCc1cccc(C)c1	-12	-4	5	1680	3	-0.6	-3	12	0	103	0.78

Full records, looked up by structure. Values in the order: S1P3 antag	PPARg SRC2 recr	TLR4-MyD88 BLA	TR-FRET SRC-2 ct	STAT3 inh	RAM network inh	PPARg SRC3 recr	PPARg SRC-1 ag	STAT1 blocker	STAT3 activator	ROMK mod
Profile of O=C(NCC12CC3CC(CC(C3)C1)C2)c1cc2n(n1)C(C(F)(F)F)CC(c1ccco1)N2 (configuration not stated) → 13	6	6	1422	6	0.1	-6	1	5	98	-0.1
Profile of CCn1cc(C(=O)O)c(=O)c2cc(F)c(N/N=C/c3ccccc3[N+](=O)[O-])cc21 → -8	4	1	1809	20	2.9	3	6	10	86	·

Given as comma-separated lines: 3 of the compounds above.
SMILES,S1P3 antag,PPARg SRC2 recr,TLR4-MyD88 BLA,TR-FRET SRC-2 ct,STAT3 inh,RAM network inh,PPARg SRC3 recr,PPARg SRC-1 ag,STAT1 blocker,STAT3 activator,ROMK mod
CCn1cc(C(=O)O)c(=O)c2cc(F)c(N/N=C/c3ccccc3[N+](=O)[O-])cc21,-8,4,1,1809,20,2.9,3,6,10,86,·
COC(=O)c1ccc(NC(=O)C2CCCO2)cc1 (configuration not stated),-1,-3,-16,1516,23,0.9,-7,-7,0,88,·
O=C(Cc1cccc2ccccc12)NC(=S)Nc1cccc(C(=O)O)c1,-1,11,4,1552,11,4.8,4,11,0,96,0.14

Screening results from PubChem.
